Screening results deposited in PubChem BioAssay by National Center for Advancing Translational Sciences (NCATS).
Pf Dd2 inh: inhibitors of Plasmodium falciparum Dd2 growth; Potency, µM (highest dose often 28.9 µM), inactives show at the highest dose activity, negative = inhibition, usual class: inhibitors; actives 4.3% (n = 120,000); AID 1347417; P. falciparum Dd2 growth, SYBR Green, 72 h; active = well fitted inhibition curve with a large enough effect; inconclusive = small, poorly fitted or top-dose-only effect; inactive = no such curve, though single readings can be large or run the other way;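 note: plate controls were DMSO vehicle for no effect and reference drug for full effect; nearly all actives have a fitted effect of over 65% in size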
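Readout: SYBR Green fluorescence, 485 nm excitation, 535 nm emission, after ~16 h lysis at 37C. Before that, Dd2-infected red cells (2.5% hematocrit) grew 72 h with compound, 29 uM top final concentration.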
The depositor's hits bear a star; i = inactive; u = inconclusive; [ ] = remark or other dose. Potency is the fitted concentration of half-maximal effect. Not all compounds are listed; the hit share may differ from the screen's.

SMILES | Pf Dd2 inh
O=C(C1CC1)N1[C@H]2CC[C@@H]1c1cnc(-c3ccc(F)cc3)nc1C2 | u
CCCNC(=O)c1cc2c(=O)[nH]c(C)cn2n1 | i
CC(C)c1nc(CNC(=O)c2ccc(OC3CCN(C(=O)C4CC4)CC3)cc2)cs1 | u
CCN1C(=O)C2CC3(CCN(C(=O)c4n[nH]c(=O)c5ccccc45)CC3)CN2C1=O (configuration not stated) | -21.1%
c1ccc(-c2cc3c(cn2)NCCN(Cc2ccccn2)C3)cc1 | u
O=C(c1cc2c(=O)oc3ccccc3c2s1)N1CCN(c2ccccc2)CC1 | 32.7%
CCOc1cc(C(=O)N2CCC[C@H]2c2nc(-c3ccc(F)cc3)no2)cc(OCC)c1OCC | i
O=C(c1ccccc1F)N1CCc2n[nH]c(=O)n2CC1 | 61.6%[activator]
Cc1cccc2cc(-c3nc(-c4cccs4)no3)c(=O)oc12 | 29.3%
CCCCN(C)CCNC(=O)c1cc(-c2ccc(Cl)s2)nc2ccccc12 | u
O=S(=O)(c1ccc2c(c1)OCCCO2)N1CC[C@H](CO)[C@@H](O)C1 | -8.0%
O=C(O)C1=NOC2CN(Cc3ccncc3)CC12 (configuration not stated) | 21.0%[44.1 µM]
Cc1cc(CNC(=O)[C@@H]2CCC[C@@H](N(C)C)CN(C)C(=O)C2)no1 | -11.3%[44.1 µM]
COc1ccc(NC(=O)N(C(C)C)C2CCN(C(C)=O)CC2)c(OC)c1 | 26.4%
COc1cc(NC(=O)CCc2nc3cccnc3n2Cc2cccs2)cc(OC)c1OC | u
Cc1cc(C(=O)N2C[C@@H](COCC3CC3)[C@H](c3ccccn3)C2)ccn1 | -12.8%
CN(C)C[C@@H]1CN(S(C)(=O)=O)C[C@H]1NC(=O)Cn1c(=O)oc2ccccc21 | 15.5%
COc1cccc(NC(=O)Cn2c(=O)n(CC(=O)NCCc3ccccc3)c(=O)c3sccc32)c1 | 8.8%
COc1ccc(NC(=O)CN2C(=O)COc3ccc(S(=O)(=O)N4CCOCC4)cc32)cc1Cl | -9.3%
COc1ccc(C(=O)N(C)C2CCc3nnc(C)n3CC2)cc1F (configuration not stated) | 12.8%
Cn1cc(Nc2ccc(Cl)cc2)c2nc(CN3CC[S+](=O)([O-])CC3)cn2c1=O | i
COC(=O)[C@H](NC(=O)[C@@H]1C[C@H](NC(=O)NC(C)C)CN1C(=O)CSC)C(C)C | 5.9%[44.1 µM]
Cc1ccc2nc(N3CCN(c4cccc(Cl)c4)CC3)c(-n3nc(C)cc3C)nc2c1 | -20.3%[5.79 µM]
CCC(C)NC(=O)Cn1c(C)ccc(NC(=O)Nc2ccc(C)cc2)c1=O (configuration not stated) | i
CCOc1ccc(OCC)c(NC(=O)CCn2ccn3nc4c(c3c2=O)CCCC4)c1 | i
c1ccc(-c2noc(-c3cncnc3NCc3cccs3)n2)cc1 | i
O=C(N[C@H](C1CCNCC1)C1CC(O)C1)c1ccc2nccnc2c1 (some centres not stated) | -14.1%
Cc1oc(C(O)c2ccccc2F)nc1C(=O)Nc1ccc2[nH]c(=O)[nH]c2c1 (configuration not stated) | u
COc1ccc(CNc2nc(-c3ccccc3)nn2C(=O)c2ccccc2OC)cc1 | u
O=C(Nc1ccc(C(F)(F)F)cc1)N1CCCC(Cn2c(C3CC3)nc3cccnc32)C1 (configuration not stated) | -0.6%
Cc1nc2ccc(C(=O)N3CC(=O)N(c4ccc(Cl)cc4)CC3C)cc2[nH]1 (configuration not stated) | -10.5%
Cc1oc2ncn(CC(C)C)c(=O)c2c1C(=O)N1CCN(c2ccccc2F)CC1 | 16.8%
CC(C)CCN1CCC2(CC1)C(=O)NCN2Cc1ccc(Cl)cc1 | u
Cc1cnc(CC2CCN(C(=O)Cc3cccc(F)c3)CC2)n1CC1CC1 | -3.3%
Cc1ccc(NC(=O)CCNS(=O)(=O)c2cccc3nonc23)cc1Cl | u
COc1cc(OC)cc(-c2nc3nc(C)c(CCC(=O)Nc4cc(C)cc(C)c4)c(C)n3n2)c1 | 8.91µM*
O=c1oc2ccc3ccccc3c2cc1-c1nnc(Nc2ccc(Cl)cc2Cl)s1 | 21.6%
COc1ccc(CN2CCN(c3ncnc4sc5c(c34)CCCC5)CC2)cc1F | -24.8%
COc1cc(F)ccc1-c1cc(C(=O)NCc2c(C)cc(C)[nH]c2=O)c2c(c1)ncn2C | i
O=C(NCc1ccccc1)[C@H]1CN2CCC1C[C@@H]2Cn1cc(CC2CCCCC2)nn1 (some centres not stated) | u
COc1ccccc1Nc1ncc2c(n1)CN(C(=O)Cc1cccc(F)c1)CCN2 | i
COc1ccc(C(=O)NCc2ccc3c(c2)CCN3C(C)=O)cc1OC | 81.7%[activator]
Cc1ccc(C2Cn3nnc(C(=O)N4CCN(C(=O)c5cccs5)CC4)c3CO2)cc1 (configuration not stated) | -19.8%
CC(=O)Nc1ccc(S(=O)(=O)NCCc2csc3nc(-c4ccc(Cl)cc4)nn23)cc1 | -1.8%
CCCCN(CC)CCCNC(=O)c1cn(CC)c2ccc(S(=O)(=O)N3CCc4ccccc4C3)cc2c1=O | 10µM*
O=C(Cn1nc2c(cc1=O)CCCC2)NC1CCCc2c1[nH]c1c(Cl)cccc21 (configuration not stated) | -12.7%
CO[C@H]1C(=O)N(C2CCN(C(=O)NCc3ccccc3)CC2)[C@H]1c1ccncc1 | 3.8%
O=C(Cc1c[nH]c2ncc(-c3cccnc3)cc12)Nc1ccc(C(F)(F)F)cc1 | -24.8%[44.1 µM]
COc1cc(NC(=O)O[C@@H]2CC[C@]3(C)C(CC[C@@H](O)[C@H]3CC(=O)N3CCCC3)[C@]2(C)CO)cc(OC)c1 (some centres not stated) | -14.4%
COCCN1C(=O)c2cccn2CC1CNC(=O)c1ccc(OC)cc1 (configuration not stated) | 25.2%
Oc1cccc(-c2cc(-c3cccnc3)c3cncn3c2)c1 | u
CC(C)NC(=O)C1CCc2nnc(CNC(=O)c3ccccc3)n21 (configuration not stated) | 20.9%
COc1ccccc1Cn1c(CNS(=O)(=O)c2c(C)cc(C)cc2C)nc2cccnc21 | 12.6µM*
O=C(C[C@@H]1CCNC[C@@H]1Cc1cc(COc2ccccc2)on1)N1CCC(n2c(=O)[nH]c3ccccc32)CC1 | u
COc1ccccc1CN1CCNc2cc(Nc3ccccc3)ncc2C1 | 6.31µM*
CCc1ccccc1NC(=O)CN1C(=O)NC2(CCCCC2)C1=O | -9.6%
COc1ccc2c(c1)CC(C(=O)Nc1c(C)cc(C)cc1C)CO2 (configuration not stated) | 4.7%
Cc1noc([C@@H]2CN(C(=O)c3ccncn3)C[C@H]2C(N)=O)n1 | 18.9%
O=C1CCN(Cc2ccncc2)CCCC(C(=O)NCc2cccnc2)CCN1 (configuration not stated) | 26.9%
CC(c1cccs1)N(C)C(=O)Cc1cccc(Cl)c1 (configuration not stated) | i

(more compounds)
SMILES | Pf Dd2 inh
Cc1ccc(-c2nc3cnccn3c2NCCC(=O)O)cc1 | 10.3%
O=C(c1ccc2c(=O)n(CCc3ccccc3)c(=O)[nH]c2c1)N1CCN(c2ccc(Cl)cc2)CC1 | u
COc1ccc(C(=O)N2CCCCCNC(=O)[C@@H]3CCCC[C@@H]32)c(OC)n1 | 24.2%
O=C(c1ccc(C(F)(F)F)cc1)N1CCC2(CC1)C(=NC1CCCCC1)NC(=O)N2c1cccnc1 | u
CC1=C[C@@H](CNC(=O)CC2(CC(=O)O)CCCC2)[C@H](C(C)C)C[C@H]1Cc1nc2ccccc2n1C | i
CC(C)N1Cc2cc(C(=O)Nc3cccc4c3CCCC4)sc2C1 | u
CCCCN1CCN(C(=O)c2cc(Cl)c(C)c(Cl)c2)CC1=O | -7.1%
COc1cccc(-c2ccccc2NC(=O)C2CCN(Cc3cc(OC)ccc3O)CC2)c1 | 2.24µM*
O=C(NC1CCCC1)C1Cn2cccc2C(=O)N1Cc1cccnc1 (configuration not stated) | u
CNc1nccnc1-c1ccccc1S(=O)(=O)NC(C)(C)C | -11.1%
COc1ccccc1CNC(=O)CCC1CCCN(S(=O)(=O)c2ccccc2F)C1 (configuration not stated) | i
COc1ccc(OC)c(CNC(=O)c2ccc3c(c2)c(C)c(C)n3Cc2ccc(Cl)cc2)c1 | u
O=C(Nc1ccccc1)c1nc2c(o1)CCN(Cc1ccc(O)cc1)CC2 | -12.7%[44.1 µM]
COc1ccc(N(C)C(=O)c2cc(S(=O)(=O)N3CCc4ccccc43)cn2C)c(OC)c1 | u
Cc1cc(C)c2c(CC(=O)N3C[C@@H]4CCN(C)C[C@]4(C(=O)O)C3)coc2c1 | -6.2%
CN1CCC(N[C@H]2C[C@@H](Cc3cc(-c4ccc(F)cc4)on3)C2(C)C)CC1 | u
Cc1ccc(CN2CC[C@@H]3[C@H]2C(=O)NC[C@H](CCC(=O)NCc2ccco2)N3C)cc1 | i
COC(=O)c1ccc(CNC(=O)c2nc(Cn3nc(C)c(Br)c3C)no2)cc1 | 23.9%
COc1cccc(NC(=O)c2cc3c(N4CCSCC4)nc(C)cn3n2)c1 | i
CC(=O)NCC(=O)N1Cc2ccccc2CC2(CCN(CC3CCOCC3)CC2)C1 | 8.6%

Of the compounds above, these have a furan ring, fused or not:
SMILES | Pf Dd2 inh
Cc1oc2ncn(CC(C)C)c(=O)c2c1C(=O)N1CCN(c2ccccc2F)CC1 | 16.8%
Cc1cc(C)c2c(CC(=O)N3C[C@@H]4CCN(C)C[C@]4(C(=O)O)C3)coc2c1 | -6.2%
Cc1ccc(CN2CC[C@@H]3[C@H]2C(=O)NC[C@H](CCC(=O)NCc2ccco2)N3C)cc1 | i

Next section
SMILES | Pf Dd2 inh
CCOc1ccc(NC(=O)CSc2nc(-c3ccccc3)c3cc(OCC)ccc3n2)cc1 | -1.3%
Cc1cccc(-c2cc(C3CCN(S(=O)(=O)c4ccc(C#N)cc4)CC3)[nH]n2)c1 | u
COc1ccccc1Oc1ncccc1CNC(=O)c1ccc(CO)o1 | 0.1%
O=C(CCC[C@H]1NC[C@@H]2C[C@H]1CN(Cc1ccccc1)C2)NC1CCN(Cc2ccccc2)CC1 | u
CCOC(=O)c1cc2c(=O)n3ccccc3nc2n(CC(C)C)c1=NC(=O)c1c(-c2c(F)cccc2Cl)noc1C | u
CCCN(C)c1nccnc1OC1CCN(C(=O)C(C)C)C1 (configuration not stated) | -23.6%
COc1ccc(CNc2ncnc3c2CN(c2ccc(OC)cc2)C(=O)CN3C)cc1 | -1.8%
O=C(c1ccccc1)N1CCCN(c2nc3ncccc3o2)CC1 | 4.5%[44.1 µM]
CCNC(=O)[C@@H]1C[C@H](NC(=O)c2ccn(CC)n2)CN1Cc1nc(C)no1 | 3.0%
CC[C@H]1CN(C(=O)c2ccnc(Cl)c2)CC[C@H]1CC(=O)Nc1ccccc1 | 24.7%[44.1 µM]
COc1ccc(NC(=O)CCc2nnc3n(CC(C)C)c(=O)c4ccccc4n23)cc1OC | -8.4%
O=S(=O)(c1ccc(F)cc1)N1CCOC[C@H](Oc2ccc(C(F)(F)F)cn2)C1 | i
CCc1ccccc1Nc1nn2c(=O)c3ccc(C(=O)Nc4cc(C)cc(C)c4)cc3nc2s1 | -2.4%
CN(CC1(C)CCOCC1)C(=O)c1ccc2c(c1)OCO2 | 15.8%
O=C(Nc1ccccc1Br)N1CCC2(CC1)SCC(=O)N2Cc1ccco1 | i
COCCN1C(=O)c2cccn2CC1CNC(=O)c1cccc(OC)c1 (configuration not stated) | -7.1%
O=S(=O)(c1ccc(Cl)cc1)c1nnn2c1nc(NC1CCCC1)c1sccc12 | u
Cc1noc(C)c1[S+](=O)([O-])N1CCc2nc(C(C)C)nc(-c3ccc(O)cc3)c2C1 | 10µM*
Fc1ccccc1-c1noc(-c2nc(-c3ccncc3)no2)n1 | i
COC(=O)[C@H](Cc1ccc(OC)cc1)NC(=O)[C@@H]1CN(C(=O)NC(C)C)CCN1C(=O)c1cccs1 | -20.7%

Compounds above that contain two or more sulfur atoms, in the order listed:
SMILES | Pf Dd2 inh
CC(=O)Nc1ccc(S(=O)(=O)NCCc2csc3nc(-c4ccc(Cl)cc4)nn23)cc1 | -1.8%
O=S(=O)(c1ccc(Cl)cc1)c1nnn2c1nc(NC1CCCC1)c1sccc12 | u

The list continues.
SMILES | Pf Dd2 inh
COc1cccc(CNC(=O)Cn2nc(-c3ccc(C)cc3)ccc2=O)c1 | i
Cc1cccc(Cn2c(=O)n(CCC(=O)NCCc3ccc(Cl)cc3)c(=O)c3sccc32)c1 | -4.8%
Cc1cc(C(=O)N2CCCC(c3nc(C4CCOCC4)no3)C2)n(C)n1 (configuration not stated) | -15.0%
COCc1noc([C@@H]2CN(C3CCN(CC(C)C)CC3)C[C@H]2CO)n1 | 22.5%
COc1cc(OC)c(NC(=O)c2c3c(nn2C)-c2ccccc2SC3)cc1Cl | -21.1%
CC(C)NC[C@H]1O[C@@H]2C[C@@H](CC(=O)NC(C)C)O[C@@H]2[C@@H]1O | 11.7%[44.1 µM]

Five compounds drawn at random from the list so far:
SMILES | Pf Dd2 inh
COc1cc(OC)c(NC(=O)c2c3c(nn2C)-c2ccccc2SC3)cc1Cl | -21.1%
Cc1cccc(Cn2c(=O)n(CCC(=O)NCCc3ccc(Cl)cc3)c(=O)c3sccc32)c1 | -4.8%
Cc1cc(C(=O)N2CCCC(c3nc(C4CCOCC4)no3)C2)n(C)n1 (configuration not stated) | -15.0%
COCc1noc([C@@H]2CN(C3CCN(CC(C)C)CC3)C[C@H]2CO)n1 | 22.5%
COc1cccc(CNC(=O)Cn2nc(-c3ccc(C)cc3)ccc2=O)c1 | i
